M4 PAM = human M4 muscarinic receptor positive allosteric modulators, primary screen, CHO-K1 cells, Fluo-8 calcium fluorescence; Muscarinic acetylcholine receptor M4 (Homo sapiens), P08173; CHO-K1 hM4/Gqi5, ACh EC20; 0% = ACh EC20, 100% = maximal ACh; activation, % at 3 µM; 360,000 compounds, 0.4% hits; AID 624126, 2012;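 active = activation above its plate's cutoff, the mean activation of sample wells plus 3 SD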; note: some results filed as inactive read as strong as hits
M1 PAM = human M1 muscarinic receptor positive allosteric modulators, primary screen, CHO-K1 cells, Fluo-8 calcium fluorescence, 1536-well | CHO-K1 hM1, ACh EC20; 0% = ACh EC20, 100% = maximal ACh | activation, % at 3 µM | 360,000 compounds, 0.088% hits; in the data active = activation above about 19%, passing the limit was not always enough
Target sequence (P11229 whole entry, looked up): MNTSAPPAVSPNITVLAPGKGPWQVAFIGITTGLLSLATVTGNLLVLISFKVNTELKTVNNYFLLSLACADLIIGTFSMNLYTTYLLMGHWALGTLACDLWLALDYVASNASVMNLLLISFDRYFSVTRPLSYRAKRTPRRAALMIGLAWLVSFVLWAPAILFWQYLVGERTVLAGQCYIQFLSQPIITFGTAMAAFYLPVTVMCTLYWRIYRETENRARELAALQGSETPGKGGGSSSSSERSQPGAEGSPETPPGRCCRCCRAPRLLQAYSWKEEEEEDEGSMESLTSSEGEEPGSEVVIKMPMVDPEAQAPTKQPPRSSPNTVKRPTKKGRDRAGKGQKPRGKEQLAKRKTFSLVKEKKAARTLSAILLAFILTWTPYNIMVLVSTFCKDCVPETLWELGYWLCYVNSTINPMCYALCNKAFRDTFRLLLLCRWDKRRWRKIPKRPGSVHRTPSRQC
CHRM4 antagonist = human M4 muscarinic receptor antagonists, primary screen, CHO cells, Fluo-8 calcium fluorescence. Muscarinic acetylcholine receptor M4 (Homo sapiens), P08173. CHO-hM4 cells, ACh EC80. inhibition, % at 3 µM. 360,000 compounds, 0.73% hits. AID 624125, 2012;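 active = inhibition above its plate's cutoff, the mean inhibition of sample wells plus 3 SD, cut at about 27% in these data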;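 note: 0% = acetylcholine EC80 with DMSO and 100% = DMSO without agonist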
CHRM5 PAM = human M5 muscarinic receptor positive allosteric modulators, primary screen, CHO-K1 cells, Fluo-8 calcium fluorescence; CHO-K1 hM5, ACh EC20 PAM; 0% = ACh EC20, 100% = ACh EC100; activation, % at 3 µM; 360,000 compounds, 0.3% hits;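 active = activation above the run cutoff, the mean activation of all test compounds plus 3 SD, cut at about 18% in these data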
Target sequence (P08912 whole entry, looked up): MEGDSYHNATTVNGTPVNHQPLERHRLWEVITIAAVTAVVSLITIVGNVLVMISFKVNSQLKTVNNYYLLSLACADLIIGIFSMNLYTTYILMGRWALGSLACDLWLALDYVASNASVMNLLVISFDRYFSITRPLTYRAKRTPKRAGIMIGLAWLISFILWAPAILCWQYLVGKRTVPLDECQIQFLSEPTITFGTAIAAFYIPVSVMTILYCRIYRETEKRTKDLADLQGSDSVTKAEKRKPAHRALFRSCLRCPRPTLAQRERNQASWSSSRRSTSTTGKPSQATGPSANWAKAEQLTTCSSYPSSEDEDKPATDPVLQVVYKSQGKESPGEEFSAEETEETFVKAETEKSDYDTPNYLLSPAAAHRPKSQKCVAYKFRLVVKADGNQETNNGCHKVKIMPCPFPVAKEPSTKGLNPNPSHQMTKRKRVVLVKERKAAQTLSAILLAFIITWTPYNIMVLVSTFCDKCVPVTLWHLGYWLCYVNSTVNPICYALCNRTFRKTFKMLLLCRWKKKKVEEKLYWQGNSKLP
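Assay system: CHO-K1 hM5 cells / Incubation: Fluo-8 loading 80 min at 37 °C plus 30 min room temperature / Technique: Fluo-8 calcium dye fluorescence, kinetic read / Repeats: single replicate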
CHRM4 agonist = human M4 muscarinic receptor agonists, primary screen, CHO-K1 cells, Fluo-8 calcium fluorescence. CHO-K1 hM4/Gqi5; vehicle 0%, full acetylcholine response 100%. 360,000 compounds, 0.14% hits. Muscarinic acetylcholine receptor M4 (Homo sapiens), P08173. activation, % at 3 µM;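 active = activation above the run mean over all test wells plus 3 SD, cut at about 32% in these data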;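 note: peak over basal fluorescence ratio per well then scaled between controls; 0% = DMSO wells and 100% = acetylcholine at EC100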
CHRM5 antagonist = human M5 muscarinic receptor antagonists, primary screen, CHO cells, Fluo-8 calcium fluorescence; 360,000 compounds, 0.59% hits; CHO-hM5 cells, ACh EC80; inhibition, % at 3 µM; Muscarinic acetylcholine receptor M5 (Homo sapiens), P08912;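 active = inhibition above a per-plate cutoff, the mean of that plate's test compounds plus 3 SD, cut at about 27% in these data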;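 note: 0% = acetylcholine EC80 with DMSO and 100% = DMSO without agonist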
M1 antag = human M1 muscarinic receptor antagonists, primary screen, CHO-K1 cells, Fluo-8 calcium fluorescence, 1536-well; CHO-K1 hM1, ACh EC80 antagonist; inhibition, % at 3 µM; 360,000 compounds, 1.3% hits; AID 588852, 2011;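 active = percent inhibition above its own plate's cutoff, namely the mean of that plate's compound wells plus 3 SD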;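 note: peak over basal fluorescence ratio during 140 s after agonist addition; 0% = ACh EC80 plus DMSO and 100% = DMSO alone without agonist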
CHRM5 agonist = human M5 muscarinic receptor agonists, primary screen, CHO-K1 cells, Fluo-8 calcium fluorescence; Muscarinic acetylcholine receptor M5 (Homo sapiens), P08912; CHO-K1 hM5 cells; 0% DMSO wells, 100% maximal acetylcholine response; activation, % at 3 µM; 360,000 compounds, 0.19% hits;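 active = activation above the run's mean over test compounds plus 3 SD, cut at about 23% in these data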;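 note: signal is peak over basal fluorescence ratio across the kinetic read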
CRFR2-BP ag = agonists of CRF-BP/CRF-R2 complex, primary screen, cell-based, HEK293, calcium dye fluorescence, uHTS; CRF-binding protein / CRF receptor 2 complex (human); calcium dye fluorescence (FLIPR); percent of saturating CRF peptide response; activation, % at 13.2 µM; 350,000 compounds, 0.46% hits; AID 588473, 2011;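 active = activation of at least 50%, plus an integration ratio under a set limit after plate pattern correction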;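 note: plate controls were neutral control wells without compound for no effect and CRF at EC100 for full effect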
The depositor's hits bear a star; . = not tested or not shown.

SMILES	M4 PAM	M1 PAM	CHRM4 antagonist	CHRM5 PAM	CHRM4 agonist	CHRM5 antagonist	M1 antag	CHRM5 agonist	CRFR2-BP ag
Cc1cc(C)c2cc(C)c(SCC(=O)NCc3ccco3)nc2c1	7	12	-14	0	-2	-4	-4	-4	-2.2
C=CCNC1=C(Cl)C(=O)N(c2cccc(Cl)c2Cl)C1=O	3	-9	2	-2	2	8	11	-9	-3.0
CCOc1ccc(/C=N/Nc2cc(C)nc(N3CCOCC3)n2)cc1	15	6	-6	7	4	1	-6	-1	13
CC(SCc1ccccc1)C(=O)N/N=C/c1cc2c(cc1Br)OCO2 (stereo not given)	-7	-8	5	-11	5	12	-8	-1	1.0
Fc1ccc(-c2csc(=S)[nH]2)cc1	-7	7	7	4	0	6	-9	-2	-0.1
COc1cccc(NC(=O)N2CCc3ccccc3C2)c1	-5	0	14	-8	1	15	0	-5	-0.2
Cc1cc(C)cc(NC(=O)NCc2nnc(SCc3ccccc3)n2C)c1	-2	5	5	5	0	-9	-5	-1	-2.0
COc1ccc(Cl)cc1NC(=S)N(Cc1ccc(C(=O)O)cc1)Cc1ccc(OC)c(OC)c1	1	-3	3	8	1	3	25	0	-1.4
O=C(O)CNC(=O)c1ccccc1Br	13	-7	-11	6	2	-28	3	-1	0.6
Clc1ccc(-c2nc3ccccc3nc2-c2ccccc2)cc1	7	-3	8	-6	-1	4	6	-3	-1.5
Cc1ccc(C(=O)OCC(=O)N2CC(C)CC(C)C2)cc1S(=O)(=O)N1CCOCC1 (stereo not given)	-3	-3	-2	4	2	0	-6	-2	-0.6
O=C1Nc2cc3c(cc2C1=O)sc1ccccc13	-8	9	13	-2	0	8	-8	1	-2.9
Cc1cc(NC(=O)CSc2nnc(C3COc4ccccc4O3)o2)no1 (stereo not given)	11	5	-8	-1	1	1	-27	-2	-0.8
COc1ccc(CN=C(NS(=O)(=O)c2cccs2)SC)cc1	-4	4	-1	-2	2	-7	0	4	-0.7
Cc1onc(-c2ccccc2Cl)c1C(=O)Nc1ccc(-n2nncc2C(C)(C)C)cc1	-5	-4	4	-3	0	7	4	2	-0.9
O=C(NC1=NCCS1)c1cccc(N2C(=O)c3ccccc3C2=O)c1	4	13	-1	3	4	3	-11	4	-4.3
CCCC1=C([O-])C2N=CC=CC2=[N+](c2ccccn2)C1=O (stereo not given)	1	4	5	-5	1	-1	-8	-1	0.6
Clc1cccc(CSc2nnc(-c3cccnc3)n2Cc2ccco2)c1	3	8	11	5	2	2	-16	0	-3.1
COc1cc(-c2noc(CCCC(=O)NC3CCCCC3)n2)cc(OC)c1OC	3	7	4	2	0	0	-8	1	-1.6
COCCN1C(=O)N(c2cccc(C)c2)C(=O)C1CC(=O)Nc1cc(OC)cc(OC)c1 (stereo not given)	-8	-1	8	-1	2	-8	2	0	-0.3
O=C1C2CC=CCC2C(=O)N1c1ccc(NCCc2ccc(O)cc2)c([N+](=O)[O-])c1 (stereo not given)	-11	-12	20	-14	19	17	19	9	-1.7
CN(C)C(CNC1CC(C)(C)NC(C)(C)C1)c1cccc(F)c1 (stereo not given)	-4	2	12	1	1	-1	0	-2	0.1
COc1ccccc1OCCNC1CCCC1	0	3	-2	-5	0	6	1	0	0.7
CC(C)CN1C(=O)C(=O)N(CC(=O)NC2CCCc3ccccc32)C1=O (stereo not given)	2	1	3	2	1	8	5	5	-1.5

Pulled by structure from the entries so far, 3 records:
SMILES	M4 PAM	M1 PAM	CHRM4 antagonist	CHRM5 PAM	CHRM4 agonist	CHRM5 antagonist	M1 antag	CHRM5 agonist	CRFR2-BP ag
CCOc1ccc(/C=N/Nc2cc(C)nc(N3CCOCC3)n2)cc1	15	6	-6	7	4	1	-6	-1	13
O=C1C2CC=CCC2C(=O)N1c1ccc(NCCc2ccc(O)cc2)c([N+](=O)[O-])c1 (stereo not given)	-11	-12	20	-14	19	17	19	9	-1.7
O=C(O)CNC(=O)c1ccccc1Br	13	-7	-11	6	2	-28	3	-1	0.6

Next section:
SMILES	M4 PAM	M1 PAM	CHRM4 antagonist	CHRM5 PAM	CHRM4 agonist	CHRM5 antagonist	M1 antag	CHRM5 agonist	CRFR2-BP ag
COC(=O)C1=CN(Cc2ccc(OC)c(OC)c2)C=C(C(=O)OC)C1c1cccs1	0	6	-19	11	-2	-3	-4	-1	1.3
CCN(CC(=O)Nc1ccccc1OC)C(=O)/C=C/c1cccs1	-7	3	-2	-2	1	-1	2	2	0.2
CCN1CCN(C(C(=O)NC2CCCC2)c2ccc(Cl)cc2)CC1 (stereo not given)	-5	-7	1	-4	1	4	13	-2	1.3
O/N=C/c1nc2cc(Cl)ccc2o1	7	9	6	6	0	6	-11	-5	-0.9
COc1ccc(-c2cc(-c3ccc(O)cc3)nc(N)c2C#N)cc1OC	-6	-12	-5	-12	12	5	7	2	-0.1
COc1cccc(NC(=O)CCNC(=O)N2CC(=O)Nc3ccccc32)c1	-1	11	2	11	0	-14	-12	-1	4.5
COc1ccc(C(=O)/C=C/Nc2ccc(S(=O)(=O)Nc3nc(C)cc(C)n3)cc2)c(OC)c1	1	1	-2	10	2	-8	1	6	3.0
COc1ccc(CCNC(=O)c2cc3c(=O)n4ccccc4nc3n(CC3CCCO3)c2=N)cc1OC (stereo not given)	-2	-2	3	-4	3	2	4	0	0.3
Cc1ccc(NC(=O)COc2cccnc2[N+](=O)[O-])cc1S(=O)(=O)N1CCOCC1	4	7	-9	-1	4	0	-7	2	2.0
Cc1onc(-c2c(Cl)cccc2Cl)c1C(=O)NN1CCCCCC1	-12	-13	14	-25	0	1	14	-18	-0.6
O=S(=O)(O)c1nnc2sc3ccccc3n12	-2	0	9	-1	1	3	-27	1	-0.4
CCCc1cc(=O)[nH]c(SCC(=O)Nc2ccc(Cl)c(S(=O)(=O)N3CCOCC3)c2)n1	4	4	-3	4	0	2	-1	2	-1.2
Cc1oc(=O)c(NC(=O)c2ccccc2)cc1C(=O)c1ccccc1	-2	11	14	10	2	5	-7	4	-2.2
Cc1ccc2nc(COc3ccc(Cl)cc3)cc(=O)n2c1	2	9	0	6	1	2	-3	4	-0.2
COc1ccc(OC)c(C2=NOC(C(=O)Nc3cc(C)nn3-c3ccccc3)C2)c1 (stereo not given)	-12	-14	8	-18	16	19	25	5	-0.3
O=C(N=C1SC2CS(=O)(=O)CC2N1c1ccc(F)cc1)C1CC1 (stereo not given)	7	1	-14	1	1	2	-1	-3	1.6
COc1ccc(NC(=O)COc2ccc(CNCCCN3CCOCC3)cc2OC)cc1	-6	-3	-2	-3	0	1	-4	0	2.4
O=C(Nc1ccc(Cc2ccncc2)cc1)c1ccc([N+](=O)[O-])o1	-1	0	10	-5	4	16	3	2	-0.5
O=C(NC(NC(=S)Nc1ccc(Cl)c(Cl)c1)C(Cl)(Cl)Cl)c1ccco1 (stereo not given)	-14	-9	9	-20	9	19	22	6	1.0
CSc1nsc(SCC(=O)Nc2cccc(C(C)=O)c2)n1	-11	-3	3	-5	4	6	10	2	-0.6
CCCCNC(=O)C[C@@H]1C[C@@]2(C(=O)OCC)CCC=C2N(Cc2ccc3c(c2)OCO3)C1=O	6	.	-2	-3	-1	3	.	-1	.
COc1ccccc1-c1cc(C(=O)N2CCN(S(=O)(=O)c3ccc(C)cc3)CC2)[nH]n1	2	6	-9	-3	5	-2	-10	-1	-4.0
CCOC(=O)C(CC)n1cnc2c(nnn2-c2ccc(F)cc2)c1=O (stereo not given)	6	5	-9	-2	1	-2	-9	3	-3.2
CCCCn1nnnc1C1(C)CCC(=O)N1CC(F)(F)F (stereo not given)	6	.	-10	-7	0	-1	.	-1	.
COC(=O)c1c(NC(=O)CC2SC(N)=NC2=O)sc2c1CCC(C)C2 (stereo not given)	3	17	-7	3	0	-1	-9	-2	0.3
N=c1c2c3c(sc2ncn1N)CCCC3	7	0	-20	1	0	4	4	-4	4.4
COc1ccc(CNS(=O)(=O)c2ccc3c(c2)N(C(C)=O)CCO3)cc1	-5	-1	-11	-1	3	-8	-3	1	4.3
O=C(CC1(O)C(=O)N(Cc2ccc3c(c2)OCO3)c2ccccc21)c1ccccc1 (stereo not given)	-7	-8	2	0	3	2	22	-2	1.6
Cc1ccc(-n2nnnc2SCC(=O)NNC(=O)c2ccco2)c(C)c1	-8	0	2	-6	0	7	0	3	1.4
Cc1ccc(NC(=O)C(C)C(=O)Nc2ccc(C)cc2)cc1	-12	-14	8	-16	22	24	19	3	-0.5
COc1ccc(Cl)cc1N(CC(=O)N1CCCCCC1)S(C)(=O)=O	-2	9	5	1	1	-2	-20	-11	-1.1
Cc1cc(=O)oc2c(C)c(OC(C)C(=O)Nc3ccc(N4CCC(C)CC4)cc3)ccc12 (stereo not given)	-4	9	-19	21*	0	-14	-10	-2	-2.2
COC(=O)c1[nH]c(C)c(/C(O)=C2\C(=O)C(=O)N(CCN(C)C)C2c2ccco2)c1C (stereo not given)	4	-5	-1	-3	1	10	7	-2	1.0
COc1ccc(C)cc1NC(=O)C1CCCN(S(=O)(=O)c2ccc3[nH]c(=O)ccc3c2)C1 (stereo not given)	1	-1	-8	-7	3	7	11	-3	-2.7
CC1=NN(C(N)=S)C(=O)C1N=Nc1ccc(C)c(Br)c1 (stereo not given)	3	7	-4	2	1	3	-13	1	0.0
COc1ccc(/C(C)=C2/SC(=S)N(CCC(=O)O)C2=O)cc1	8	9	0	-1	1	-3	-12	1	2.8
OC(CN1CCCC(C(F)(F)F)C1)c1ccccc1 (stereo not given)	-2	34*	-5	10	0	-9	-32	-3	0.3
N/C(=N\OC(=O)c1cccs1)c1cccnc1	1	4	-2	-5	2	13	0	-4	-1.6
CC[C@@]12C(=O)N(c3cccc(F)c3)C(=O)N1[C@H](c1ccc(Cl)cc1)[C@@H]1C(=O)N(C3CCCCC3)C(=O)[C@@H]12	4	7	-2	2	-1	10	-2	1	3.1
CN1CCn2cnc(C(=O)Nc3ccc(CNC(=O)OC(C)(C)C)cc3)c2C1=O	-3	10	-7	1	2	-7	3	1	-1.3
Cc1ccc(C(=O)Nc2ccccc2C(=O)N2CCCCCC2)cc1	1	8	-13	3	0	-5	-14	1	-0.3
CS(=O)(=O)c1nc2ccccc2n1Cc1ccccc1	5	6	-5	-2	0	-1	2	-2	-0.3
COc1cc(S(=O)(=O)N(Cc2cccc(OC)c2OC)CC2CCCO2)ccc1-n1cnnn1 (stereo not given)	7	0	-2	-5	2	17	9	-7	0.8
C#CCNC(=O)C[C@@H]1C[C@@]2(C(=O)OC)CC(C)(C)CC=C2N(Cc2ccccc2)C1=O	0	.	-8	10	1	-8	.	0	.

Among those listed so far, these have a tert-butyl group.
SMILES	M4 PAM	M1 PAM	CHRM4 antagonist	CHRM5 PAM	CHRM4 agonist	CHRM5 antagonist	M1 antag	CHRM5 agonist	CRFR2-BP ag
Cc1onc(-c2ccccc2Cl)c1C(=O)Nc1ccc(-n2nncc2C(C)(C)C)cc1	-5	-4	4	-3	0	7	4	2	-0.9
CN1CCn2cnc(C(=O)Nc3ccc(CNC(=O)OC(C)(C)C)cc3)c2C1=O	-3	10	-7	1	2	-7	3	1	-1.3

From PubChem BioAssay
